From PubChem
TSHR antag = antagonists of human thyroid stimulating hormone receptor; TSHR-expressing cells, TSH-stimulated cAMP HTRF, 2 h; stronger effect = lower value; hit rate 0.2% among 330,000; activity change, negative = inhibition, % at 11.5 µM;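 active means activity change below a set negative limit, meaning inhibition stronger than a set level, cut at about -70% in these data; inconclusive means activity change between two set negative limits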; further: on the % scale 0 is the no-effect control and ±100 the full control effect
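TSHR-expressing cells were treated with compounds, then stimulated with TSH at EC80 (4nM final) for 2 hours at 37 deg C. Cellular cAMP was measured by HTRF competition between lysate cAMP and cAMP-d2 for a cryptate-labelled anti-cAMP antibody.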
TSG101-PTAP inh = blocks PTAP/TSG101 interaction to inhibit HIV-1 budding; Q99816; Fluorescence polarization, FITC-PTAP peptide / Tsg101 binding; Potency, µM (doses to about 115 µM), for the others: at the highest dose activity change, negative = inhibition, actives largely listed as inhibitors; 340,000 tested, under 10 active; active means well fitted inhibition curve with a large enough effect in the main read-out, with a control signal flat, not every such curve was filed as active; inconclusive means small, poorly fitted or top-dose-only effect, or effect the other way, or a change in a side signal; inactive means no such curve, though single readings can be large or run the other way; further: potency means the concentration at half of the fitted maximal effect; % of control where 0% means no effect
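FP read-out: FITC-PTAP peptide, 50 nM final, binding Tsg101 binding domain, 10 uM final; 20 min, r.t.; 10 mM HEPES pH 7.5, 0.15 M NaCl, 0.01% Tween 20, 3 mM EDTA, 0.1 mM TCEP.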
MBNL1-CUG inh = blocks human MBNL1 binding to CUG repeat RNA; TR-FRET MBNL1-His/biotin-(CUG)12 binding, 665/545 ratio; hit rate 0.036% among 280,000; Q9NR56; Potency, µM (doses to about 57.5 µM), for the others: at the highest dose activity change, negative = inhibition, most hits filed as inhibitors; AID 2675; active means well fitted inhibition curve with a large enough effect in the signal ratio, with a control signal flat, not every such curve was filed as active; inconclusive means small, poorly fitted or top-dose-only effect, or effect the other way, or a change in a side signal; inactive means no such curve, though single readings can be large or run the other way; the % refers to the signal ratio; further: potency means the concentration at half of the fitted maximal effect; on the % scale 0 is the no-effect control and ±100 the full control effect
Target sequence (Q9NR56 whole entry, looked up): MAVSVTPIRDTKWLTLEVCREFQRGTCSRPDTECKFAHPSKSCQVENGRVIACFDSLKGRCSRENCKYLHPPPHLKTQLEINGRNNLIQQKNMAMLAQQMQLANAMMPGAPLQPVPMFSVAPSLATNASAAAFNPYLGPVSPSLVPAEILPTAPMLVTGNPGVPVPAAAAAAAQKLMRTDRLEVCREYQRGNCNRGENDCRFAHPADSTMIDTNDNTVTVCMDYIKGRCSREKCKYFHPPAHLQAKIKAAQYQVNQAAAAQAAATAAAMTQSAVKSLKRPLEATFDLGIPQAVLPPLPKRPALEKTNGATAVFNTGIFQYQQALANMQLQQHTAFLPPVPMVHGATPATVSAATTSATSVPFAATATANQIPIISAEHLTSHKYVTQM
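Ratiometric TR-FRET (665 over 545 nm, excitation 340 nm) tracks disruption of MBNL1-His/biotin-(CUG)12 complex after 60 min at room temperature, with compounds at 92 nM to 58 uM final.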
ASM inhibitor = inhibitors of human secretory acid sphingomyelinase | P17405 | AID 504937 | placental ASM, HMU-PC fluorogenic substrate, 60 min | hit rate 0.006% among 340,000 | Potency, µM (top dose mostly 57.5 µM), for the others: top-dose activity change, negative = inhibition, most hits filed as inhibitors; further: potency means the concentration at half of the fitted maximal effect
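Fluorescence read-out (Ex 386 nm, Em 447 nm) after stopping the reaction at pH 10. Enzyme: ASM from human placenta; substrate HMU-PC0, 9 uM final; 60 min, 37 °C. Compound preincubation 10 min, ambient temperature.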
Mito fusion act = inhibitors of mitochondrial division or activators of mitochondrial fusion; S. cerevisiae fusion-defective mutant growth rescue, CellTiterGlo 48 h; Potency, µM (top dose mostly 46.1 µM), without a hit: top-dose growth rescue (activation), hits mostly activators; hit rate 0.23% among 320,000; AID 485298;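 further: potency means the concentration at half of the fitted maximal effect; % of control where 0% means no effect; nearly all actives have a fitted effect of over 45% in size; temperature-sensitive fusion mutants such as fzo1-1 at 37 °C on non-fermentable ethanol glycerol medium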
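Compounds are tested for their ability to restore growth of mitochondrial fusion-defective yeast strains at non-permissive 37C in YPEG medium over 48 hours. Viability is quantified by luciferase luminescence.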
Menin-MLL TR inh = inhibitors of human menin-MLL interaction, mutant MLL peptide; hit rate 0.23% among 270,000; AID 1768; Potency, µM (series often up to 61.6 µM), inactives show top-dose FP activity change, negative = inhibition, most hits filed as inhibitors; O00255; Menin + Texas Red MLL mutant peptide, fluorescence polarization; active means well fitted inhibition curve with a large enough effect in the polarisation, with a control signal flat, not every such curve was filed as active; inconclusive means small, poorly fitted or top-dose-only effect, or effect the other way, or a change in a side signal; inactive means no such curve, though single readings can be large or run the other way; the % refers to the polarisation; further: potency means the concentration at half of the fitted maximal effect; % of control where 0% means no effect; many of its hits are not listed in these tables
Target sequence (O00255 whole entry, looked up): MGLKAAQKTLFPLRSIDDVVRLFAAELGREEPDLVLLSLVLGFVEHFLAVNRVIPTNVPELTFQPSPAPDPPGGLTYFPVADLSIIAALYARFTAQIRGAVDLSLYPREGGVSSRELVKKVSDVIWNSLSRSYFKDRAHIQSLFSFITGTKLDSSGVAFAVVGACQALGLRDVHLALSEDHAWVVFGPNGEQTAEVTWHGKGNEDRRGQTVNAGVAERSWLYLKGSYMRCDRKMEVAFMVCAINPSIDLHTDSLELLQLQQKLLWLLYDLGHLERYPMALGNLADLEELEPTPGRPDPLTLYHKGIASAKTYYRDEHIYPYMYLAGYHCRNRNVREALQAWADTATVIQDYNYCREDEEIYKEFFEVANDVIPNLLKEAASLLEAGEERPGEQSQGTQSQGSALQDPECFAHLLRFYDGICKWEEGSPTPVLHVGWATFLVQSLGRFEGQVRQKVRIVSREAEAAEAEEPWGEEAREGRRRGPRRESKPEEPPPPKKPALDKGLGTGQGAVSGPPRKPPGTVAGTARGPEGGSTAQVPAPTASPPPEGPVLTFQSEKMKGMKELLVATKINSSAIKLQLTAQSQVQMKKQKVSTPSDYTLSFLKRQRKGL
AT treatment = candidate therapy for ataxia-telangiectasia; […] A-T fibroblasts, KAP-1 phosphorylation AlphaLISA; neocarzinostatin DNA damage 30 min before lysis; Potency, µM (series often up to 57.5 µM), for inactives: at the highest dose activation, actives largely listed as activators; hit rate 0.19% among 320,000; AID 485349; further: potency means the concentration at half of the fitted maximal effect; % of control where 0% means no effect; nearly all actives have a fitted effect of over 45% in size
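hTERT-immortalized A-T patient fibroblasts ([…]), 500 cells/well in OPTI-MEM, 1% FBS, got compounds for 60 min, then NCS for 30 min at 37C. Lysates were then assayed for phospho-KAP-1 by AlphaLISA (anti-pKAP1 donor, anti-KAP1 acceptor beads), 6 hr at 25C.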
Integrin act MD = integrin-mediated muscular dystrophy alleviation activation; alpha7betagal myoblasts, beta-gal FDG fluorescence, 48 h; Potency, µM (highest dose often 38.3 µM), for inactives: at the highest dose activation, hits mostly activators; hit rate 0.064% among 350,000; AID 624291;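 further: potency means the concentration at half of the fitted maximal effect; 100% = response of the positive control SU9516; nearly all actives have a fitted effect of over 60% in size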
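alpha7betagal+/- myoblasts (passage 13, 250/well) treated 48 h at 37C with compounds at 1:260 dilution of DMSO stock. Lysed, then beta-galactosidase activity read as FDG fluorescence (ex 480/em 540) after 30 min, with pre-read for autofluorescence.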
MLL CXXC-DNA inh = inhibitors of human MLL CXXC domain-DNA interaction; Q03164; MLL-CXXC / FITC-HOXA9 DNA fluorescence polarization; Potency, µM (titrated, usually from 115 µM), for the others: at the top dose activity change, negative = inhibition, hits mostly inhibitors; hit rate 0.037% among 290,000; AID 2662; active means well fitted inhibition curve with a large enough effect in the polarisation, with a control signal flat, not every such curve was filed as active; inconclusive means small, poorly fitted or top-dose-only effect, or effect the other way, or a change in a side signal; inactive means no such curve, though single readings can be large or run the other way; the % refers to the polarisation; further: potency means the concentration at half of the fitted maximal effect
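Purified MLL-CXXC (added from a 7 uM solution) was preincubated 5 min at ambient with pinned compounds in 50 mM Tris-HCl pH 7.5, 50 mM NaCl, 1 mM DTT, 0.05% BSA. Fluorescein-labeled HOX-A9 DNA (50 nM solution) followed, 30 min, then polarization read.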
TCR activator = activators of T cell receptors; primary human leukocytes, anti-CD3, IL-2 HTRF, 48 h; 330,000 tested, under 10 active; Potency, µM (top dose mostly 9.22 µM), without a hit: at the highest dose activation of IL-2 secretion, most hits filed as activators; further: % of control where 0% means no effect
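Primary human leukocytes incubated 48 hr with anti-CD3 beads plus compound, without co-stimulation. Secreted IL-2 measured by HTRF (europium cryptate/d2 anti-IL-2 pair, 320 nm excitation, 665 nm emission).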
An asterisk follows results filed as active; ? = inconclusive; . = not tested or not shown; [ ] = another dose, or the depositor's remark. Unless noted, the call rests on the fitted dose curve; in most records, active means well fitted curve in the direction sought with a large enough effect; inconclusive means small, poorly fitted or top-dose-only effect, or another doubt; inactive means no such curve, though single readings can be large; an effect the other way counts as inactive or inconclusive.

SMILES	TSHR antag	TSG101-PTAP inh	MBNL1-CUG inh	ASM inhibitor	Mito fusion act	Menin-MLL TR inh	AT treatment	Integrin act MD	MLL CXXC-DNA inh	TCR activator
O=C(c1cccc([N+](=O)[O-])c1)N1CCN(c2ccccn2)CC1	15	-2%	13%[11.5 µM]	3%	.	-10%	1%	5%	0%	0%[46.1 µM]
O=C(NCc1ccccc1Cl)c1ccc2nc[nH]c2c1	-5	1%	-7%	3%	-2%	10%	-11%	-8%	-4%	-1%[46.1 µM]
CC(C)n1nnnc1SCC(=O)Nc1ccccc1N1CCOCC1	1	-2%	2%	4%	11%	-3%	10%	0%	0%	2%
COC(=O)NCc1cccc(CNC(=O)OC)c1	1	-3%	-2%	1%	1%	-7%	-1%	8%	0%	-1%
O=c1[nH]n2c(=O)c3c([nH]c2c1N=Nc1ccccc1)CCC3	-14	-3%	?	-3%	-3%	7%	-16%	3%	-10%	1%[46.1 µM]
Cc1cc2c(cc1S(=O)(=O)N1CCN(c3cccc(C(F)(F)F)c3)CC1)OCC(=O)N2	20	2%	-4%	-9%	3%	.	13%	-21%	24%	2%
O=C(CSc1ccc(Br)cc1)N1CCN(S(=O)(=O)c2ccccc2)CC1	-41	6%	-9%	-2%	-3%	3%	2%	8%	?	-1%
CC(=O)Nc1ccc(C(=O)OCCc2ccccc2)cc1	21	-2%	-3%	-5%	13%	19%	3%	26%	-1%	-6%
CC(C)COc1cc(=O)[nH]c(SCC(C)C)n1	.	-3%	2%	-3%	-18%	0%	.	-25%	-12%	1%
CN1CCN(C(=O)c2ccc3c(c2)N(C)C(=O)/C(=C/c2cccc(Cl)c2)S3)CC1	-1	0%	?	0%	-6%	.	6%	-24%	9%	-3%
CCCC1=Nc2cc(C(=O)NCCCN3CCOCC3)ccc2Sc2ccccc21	-6	2%	1%	-2%	3%	-8%	-6%	2%	3%	5%
C=CCNC(=O)Nc1cc(Cl)ccc1OC	-5	-4%	-19%	1%	2%	21%	-2%	24%	-8%	-3%
NC(=O)CN1C(=O)C(=O)N(Cc2ccc(Cl)cc2)C1=O	1	-8%	-2%	-1%	4%	-1%	7%	-1%	-2%	3%
Cc1ccc(C)c(NC(=O)CCC(=O)N/N=C/c2ccc3c(c2)OCO3)c1	29	-4%	8%	0%	3%	?	10%	-21%	1%	8%
COc1ccc(CCNC(=O)C(=O)NCC2OCCN2S(=O)(=O)c2ccc3c(c2)OCCO3)cc1OC (stereo not drawn)	27	0%	-10%	2%	-2%	.	-2%	3%	0%	0%
CC(=O)Nc1ccc(S(=O)(=O)NC2(C(F)(F)F)N=C(c3ccccc3)NC2=O)cc1 (stereo not drawn)	20	-1%	0%	-1%	-2%	-16%	-9%	8%	-2%	6%
CN1CC(=O)N(C)c2nc(Br)n(C)c2C1=O	5	0%	-9%	1%	-1%	3%	-6%	16%	-7%	3%
COc1cccc(/C=C/C(=O)NNC(=O)c2ccccc2)c1OC	-5	-3%	.	-1%	.	.	17%	-19%	.	4%
Cc1sc2ncn(CC(=O)NCC(=O)N3CCN(c4ccccc4F)CC3)c(=O)c2c1C	-6	5%	-1%	1%	18%	?	9%	0%	1%	-3%
Cc1cccc2c(=O)c(-c3ccc4c(c3)OCO4)c(NC(=O)c3ccco3)oc12	3	-4%	-14%	-4%	-1%	.	-2%	5%	7%	-14%
CCc1ccc(NCc2nc3ccccc3c(=O)[nH]2)cc1	6	-1%	-2%	-18%	-3%	11%	-2%	-12%	-5%	5%
CC(C)CC1NC(=O)N(CC(=O)Nc2ccc(OCc3ccccc3)cc2)C1=O (stereo not drawn)	6	-1%	.	5%	-4%	.	2%	-33%	.	1%
COC(=O)Cc1ccc(NC(=S)Nc2ccc(N3CCOCC3)cc2)cc1	-3	0%	-2%	-2%	2%	11%	-4%	9%	-1%	-1%
CC(=O)c1ccc(N2CCCC2)c(F)c1	-2	.	19%	.	1%	2%	-2%	.	4%	.
CC(=O)N1CCN(CCN2C(C)=CC(=C(C#N)C#N)C=C2C)CC1	-1	-1%	-7%	-1%	-5%	-1%	-4%	6%	4%	-6%
CCCOc1ccc(C2C(C(=O)c3ccc(C)o3)=C(O)C(=O)N2CCN2CCOCC2)cc1OC (stereo not drawn)	3	-12%	1%	-3%	-1%	-24%	-2%	-18%	-11%	.
COc1ccc(CCn2c(C)cc(C(=O)CN3C(=O)C(=O)N(Cc4ccco4)C3=O)c2C)cc1	-15	-6%	.	-4%	2%	.	3%	-48%[inhibitor]	.	0%
COc1ccc(C(=O)Nc2ccc(NC(=O)c3cccs3)cn2)cc1	-1	-2%	8%	1%	-3%	29%	2%	6%	3%	-11%
CCn1cc(C(=O)O)c(=O)c2cc(F)c(N3CCN(C(=O)Nc4ccccc4)CC3)cc21	-21	-7%	5%	-17%	-4%	34%[activator]	9%	4%	12%	1%
Cc1ccnc(NC(=O)C2CCCN(S(=O)(=O)c3ccc4[nH]c(=O)ccc4c3)C2)c1 (stereo not drawn)	10	0%	0%	3%	-1%	6%	1%	1%	17%	2%
O=c1c2c(nc3cc(-c4ccc(Cl)cc4)[nH]n13)CCS2	-6	-2%	.	0%	0%	4%	-7%	5%	11%	3%[46.1 µM]
NCCc1nnc(SCc2c(F)cccc2Cl)o1	-5	-14%	-6%	1%	-1%	-6%	-4%	8%[7.66 µM]	6%	.
O=C(c1ccc(NS(=O)(=O)c2ccc3c(c2)OCCO3)cc1)N1CCCCC1	0	-7%	-5%	1%	3%	.	5%	-21%	8%	2%
C=C1CCN([C@@H](Cc2ccccc2)C(=O)N2CCOCC2)S(=O)(=O)c2ccccc21	.	-9%	.	-2%	.	.	.	8%	.	0%
CCN(CCO)c1ccc(NC(=S)Nc2cccc(S(=O)(=O)N(C)C)c2)cc1	-7	0%	10%	-13%	2%	?	-1%	7%	11%	7%
COc1ccc(-n2nnc3c(=O)n(CC(=O)N4CCCCC4)cnc32)cc1	14	-1%	-5%	4%	5%	5%	3%	4%	-5%	10%
N#CCCN(C(=O)COC(=O)CCc1c[nH]c2ccccc12)c1ccc(F)cc1	3	1%	.	-1%	4%	.	2%	15%	.	2%
COc1ccc(/C=N\NC(=O)c2sc(N)nc2C)cc1OC	30	-9%	?	4%	3%	-4%	-7%	-18%	-4%	1%
COc1ccc(S(=O)(=O)N2CCCCC2)cc1NC(=O)CCc1cc(OC)c(OC)c(OC)c1	.	-1%	.	6%	.	.	.	8%	.	0%
Cc1ccc(Oc2ncccc2/C=N/O)cc1	1	-2%	-2%	1%	2%	5%	-5%	8%	-15%	-1%
Cc1ccc(S(=O)(=O)NCCCC(=O)C=[N+]=[N-])cc1	4	-8%	4%	1%	1%	-2%	0%	-17%	5%	-3%
CC(OC(=O)CCN=C1NS(=O)(=O)c2ccccc21)C(=O)NCc1ccccc1 (stereo not drawn)	3	-1%	.	3%	1%	.	-2%	-5%	.	-2%
CCOC(=O)c1cccc(NC(=O)c2ccc(NC(=O)c3ccco3)cc2)c1	0	-1%	0%	-6%	-8%	.	12%	-17%	5%	0%
CC(C)(C)OC(=O)C1C(=O)CC(C)(O)C(C(=O)OC(C)(C)C)C1c1ccco1 (stereo not drawn)	7	-1%	-6%	-1%	-1%	3%	-2%	-3%	-3%	-6%[46.1 µM]
CC1CN(C(=O)/C=C/c2ccc(SC(F)F)cc2)CC(C)O1 (stereo not drawn)	-5	-3%	11%	-3%	1%	0%	-2%	-3%	-14%	-2%
COc1ccc(C(c2oc(CO)cc(=O)c2O)c2oc(CO)cc(=O)c2O)cc1OC	-1	-4%	12%	1%	2%	-2%	1%	-20%	-1%	-1%
c1ccc(-c2ccc(OCCN3CCOCC3)cc2)cc1	-18	-1%	6%	0%	-5%	-15%	12%	-13%	0%	0%
CCOC(=O)C1=C(C)C(c2ccccc2OC)NC(=O)N1 (stereo not drawn)	.	1%	3%	-1%	-2%	-10%	.	6%	0%	7%
O=C(Nc1ccncc1)c1cccc(S(=O)(=O)N2CCN(c3ccc(F)cc3)CC2)c1	-15	-2%	.	-1%	15%	.	4%	-26%	.	7%

Not all compounds are listed; rates above refer to the full screens.
